# UTI89 phage lysis – inhibition of K1F phage lysis, E. coli UTI89, bacterial capsule biogenesis inhibitors, alamar blue (AID 488966) | E. coli UTI89 K1F phage lysis, alamar blue, 2 h; higher % means a stronger effect | one-dose inhibition, % at 100 µM; IC50 in µM for titrated hits | 340,000 compounds, 0.02% hits;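 active = phage lysis inhibition, versus mean bacterial control, above a set limit; inconclusive = no clear call, values can overlap the other calls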;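 also: capsule biogenesis inhibitors block K1F phage lysis so surviving cells raise fluorescence; higher fluorescence means more inhibition of phage lysis; actives were called in the ten point dose series up to 300 µM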
# RSV antiviral HEp-2 – RSV antiviral activity via CPE protection, HEp-2 cells, primary 10 µM value included (AID 2391); HEp-2 cells, RSV-induced CPE inhibition; higher % means a stronger effect; one-dose CPE inhibition, % at 10 µM; IC50 in µM for titrated hits; 310,000 compounds, 0.13% hits; in the data active = a potency from the dose series; inconclusive = CPE inhibition mostly from about 23% at the one dose, without a potency; inactive = the rest, 99 in 100 with CPE inhibition below about 21%; also: strong numbers were not always called active
# Large T inhibition – SV40 large T antigen inhibitors, biochemical (AID 1903). one-dose inhibition, % at 20 µM; IC50 in µM for titrated hits. SV40 large T antigen ATPase/helicase inhibition assay; higher % means a stronger effect. 310,000 compounds, 0.39% hits; in the data active = a potency from the dose series; inconclusive = inhibition mostly from about 32% at the one dose, without a potency; inactive = the rest, 99 in 100 with inhibition below about 32%; also: strong numbers were not always called active
# MgcRacGAP inhibition – MgcRacGAP GTPase-activating activity inhibitors, confirmation, biochemical, ADP Hunter fluorescence | MgcRacGAP-stimulated Rac1 GTP hydrolysis, ADP Hunter fluorescence; higher % means a stronger effect; GST-tagged Rac1 F28L mutant substrate | inhibition, % at 30 µM, or IC50 in µM where a hit was titrated | 340,000 compounds, 0.6% hits | AID 624330, 2012;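 active = first-screen hits whose inhibition reached a set limit at any dose in the follow-up dose series; inconclusive = inhibition above the set first-screen limit but never retested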;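 also: fluorescence reports GDP produced by GAP-driven GTP hydrolysis; strong numbers were not always called active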
# HIV fusion peptide – inhibitors of HIV fusion peptide binding, primary screen, biochemical, uHTS, fluorescence dequenching (AID 1986) | cell-free peptide binding, fluorescence dequenching, 30 min; higher % means a stronger effect | inhibition, % at 20 µM, or IC50 in µM where a hit was titrated | 290,000 compounds, 0.3% hits; in the data active = inhibition mostly above about 52%, no sharp cut-off; inactive = mostly below about 76%; also: some results filed as inactive read as strong as hits
# GPR55 LPI antagonism – GPR55 antagonists blocking LPI-driven arrestin recruitment, primary screen, imaging, U2OS, beta-arrestin-GFP, LPI agonist (AID 2013). 290,000 compounds, 0.13% hits. U2OS GPR55 beta-arrestin-GFP translocation imaging, LPI antagonism; higher % means a stronger effect. G-protein coupled receptor 55 (Homo sapiens). inhibition, % at 10 µM, or IC50 in µM where a hit was titrated;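 active = spots per cell inhibited over 60%, with over 100 cells counted and total cytoplasm intensity under 500,000; inconclusive = wells with under 100 cells, flagged as likely toxic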;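 also: U2OS cells stably carrying GPR55 and arrestin-GFP stimulated by 5 µM LPI near EC80; imaged beta-arrestin-GFP aggregate spots per cell after agonist stimulation; plate controls were LPI-stimulated DMSO wells for no effect and DMSO wells without LPI for full effect; some results filed as inactive read as strong as hits; confirmed hits need IC50 under 10 µM and bright autofluorescent wells are also inconclusive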
# GPR35 arrestin U2OS – GPR35 antagonists blocking zaprinast-driven arrestin recruitment, primary screen, imaging, U2OS, beta-arrestin-GFP, zaprinast agonist (AID 2058); G-protein coupled receptor 35 (Homo sapiens); U2OS GPR35 beta-arrestin-GFP translocation imaging, zaprinast antagonism; higher % means a stronger effect; inhibition, % at 10 µM; hits with a dose series show IC50 in µM; 290,000 compounds, 0.052% hits;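 active = inhibition of at least 50% with at least 30 cells and total cytoplasm GFP at most 10,000,000; inconclusive = under 30 cells or total GFP of 10,000,000 plus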
# PhoP inhibition – inhibitors of PhoP regulon expression, primary screen, Salmonella Typhimurium, GFP reporter (AID 1863) | S. Typhimurium PhoP-regulated promoter GFP reporter, 4 h; higher % means a stronger effect | inhibition, % at 50 µM; hits with a dose series show IC50 in µM | 300,000 compounds, 0.16% hits;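 active = inhibition over 29.93%, a cutoff 3 SD above the screen mean, later confirmed by dose response; inconclusive = inhibition over 29.93% but no dose response follow-up; inactive = inhibition at most 29.93% or unconfirmed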;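 also: 0% = low Mg2+ inducing control and 100% = high Mg2+ repressing control; strong numbers were not always called active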
# NS5 inhibitors – Dengue-2 NS5 methyltransferase inhibitors, primary screen, biochemical, confirmation dose response (AID 588689); one-dose inhibition, % at 25 µM; IC50 in µM for titrated hits; 340,000 compounds, 0.3% hits; Dengue-2 NS5 methyltransferase capping enzyme assay, biochemical; higher % means a stronger effect; in the data active = a potency from the dose series; inconclusive = inhibition above about 29% without an active follow-up result
# NS5 inhibitors pilot replicate – recorded beside NS5 inhibitors, whose call it bears; inhibition, %; measured here: pilot screen replicate inhibition
# An asterisk follows results filed as active; ? = inconclusive; . = not tested or not shown; [ ] = another dose, or the depositor's remark. An unsorted share of the library (roughly 1.5% active in at least one column).
SMILES,UTI89 phage lysis,RSV antiviral HEp-2,Large T inhibition,MgcRacGAP inhibition,HIV fusion peptide,GPR55 LPI antagonism,GPR35 arrestin U2OS,PhoP inhibition,NS5 inhibitors,others
Cc1ccccc1NC(=S)Nc1cccc2cnccc12,0.0%,7.6%,8%,16%,4.8%,0%,-2%,-8%,9%,
O=C(N/N=C\c1cc(Cl)ccc1O)c1ccc(S(=O)(=O)N2CCCCC2)cc1,0.3%,7.5%,1%,3%,3.7%,1%,-14%,6%,-13%,
Nc1nonc1-n1nnc(C(=O)N/N=C/c2ccc(Br)cc2)c1-c1ccc2c(c1)OCO2,0.4%,6.6%,23%,11%,0.2%,3%,-11%,-9%,-9%,
O=C1c2ccccc2C(=O)N1CCCCSc1nnnn1-c1ccccc1,0.8%,0.4%,8%,15%,-0.7%,12%,8%,9%,5%,
Cc1nc(-c2ccc(F)cc2)c(CC(=O)N2CCN(S(=O)(=O)c3cccc(Cl)c3)CC2)s1,0.3%[50 µM],0.0%,24%,5%,.,.,.,-1%,-3%,
CCCC(C)NC(=O)c1ccc(OCc2ccc(Cl)cc2)c(OC)c1 (configuration not stated),0.0%[50 µM],-0.6%,14%,3%,-1.4%,-3%,0%,-10%,-11%,
CCOC(=O)c1c(C)[nH]c(C)c1C(=O)COC(=O)c1cc2ccccc2cc1O,0.3%,14%,-1%,14%,3.0%,1%,17%,-2%,-8%,
Cc1cc(SCC(=O)OCC(=O)NCC2CCCO2)c(C)cc1Br (configuration not stated),-1.9%,0.9%,10%,0%,-0.9%,18%,-3%,1%,-10%,
COc1cccc(CN(C)C(=O)c2ccc(OCC(=O)N3CCOCC3)c(OC)c2)c1,0.9%[50 µM],1.6%,.,7%,.,.,.,.,0%,
CCc1cccc(NS(=O)(=O)c2c(C)nc3scc(C)n3c2=O)c1,0.1%,18%,0%,1%,1.1%,-12%,-4%,1%,-12%,
CCN(CC)C(=O)c1c([N+](=O)[O-])c(C(C)(C)C)nn1C,6.0%[50 µM],1.4%,20%,6%,-1.1%,-6%,10%,-4%,2%,
Cc1nnc(NC(=O)C2CC(=O)N(c3ccc4c(c3)OCCO4)C2)s1 (configuration not stated),3.4%,1.4%,.,5%,.,.,.,.,-4%,
CC(=O)c1ccc(NC(=O)C2(c3ccccc3)CC2(Cl)Cl)cc1 (configuration not stated),0.4%,1.1%,8%,12%,-0.5%,-8%,15%,-5%,-4%,
NC(=O)c1ccc(NC(=O)COC(=O)CCC(=O)c2ccc(Cl)cc2)cc1,0.1%,0.2%,7%,6%,0.5%,4%,0%,10%,-7%,
CCOC(=O)c1ccc(NC(=O)C(C)NS(=O)(=O)c2ccc(OC)cc2)cc1 (configuration not stated),-0.8%,1.6%,12%,2%,-2.8%,3%,-1%,3%,-3%,NS5 inhibitors pilot replicate=-3.8
COc1ccccc1C(=O)NNC(=O)c1cccc(C)c1,-1.5%,1.0%,6%,2%,0.2%,-4%,13%,-4%,2%,
CC(=O)Nc1nonc1-c1nc2ccccc2n1Cc1ccccn1,-1.6%,0.0%,.,6%,-1.1%,21%,0%,-6%,-9%,
CC(=O)Oc1ccc(C(=O)Nc2cccnc2)cc1,-1.1%,1.0%,7%,19%,1.9%,1%,16%,6%,5%,
O=C(c1ccc2oc(CCCc3ccccc3)nc2c1)N1CCCC1,0.0%,2.5%,-4%,5%,1.0%,-5%,8%,1%,4%,
CCN(c1ccccc1)S(=O)(=O)c1ccc2[nH]cc(C(=O)N3CCOCC3)c(=O)c2c1,0.8%,2.5%,10%,5%,2.8%,1%,6%,-4%,-2%,
O=C(c1cccc(Oc2ccccc2)c1)N1CCN(c2ccccn2)CC1,0.0%,10%,10%,7%,2.0%,-1%,13%,1%,-2%,
Cc1cc(N)n(-c2ccc(S(N)(=O)=O)cc2[N+](=O)[O-])n1,0.9%,0.4%,11%,1%,-1.7%,7%,-6%,2%,2%,
CC12CN3CCN(CC(C3)/C1=N\NC(=O)c1ccccc1N)C2,0.2%,2.7%,22%,10%,0.6%,11%,-8%,-12%,0%,
CN(CCc1ccccn1)C(=O)CCC1CCCN(C(=O)c2ccccn2)C1 (configuration not stated),0.4%,-0.5%,.,5%,4.5%,-1%,-1%,.,2%,
CCOc1cc(C)c(Cl)cc1S(=O)(=O)n1cnc2ccccc21,0.0%,1.3%,-3%,3%,0.2%,15%,-2%,10%,-7%,

# Structures from the list above that contain an aryl methoxy group, in the order listed:
SMILES,UTI89 phage lysis,RSV antiviral HEp-2,Large T inhibition,MgcRacGAP inhibition,HIV fusion peptide,GPR55 LPI antagonism,GPR35 arrestin U2OS,PhoP inhibition,NS5 inhibitors,others
CCCC(C)NC(=O)c1ccc(OCc2ccc(Cl)cc2)c(OC)c1 (configuration not stated),0.0%[50 µM],-0.6%,14%,3%,-1.4%,-3%,0%,-10%,-11%,
COc1cccc(CN(C)C(=O)c2ccc(OCC(=O)N3CCOCC3)c(OC)c2)c1,0.9%[50 µM],1.6%,.,7%,.,.,.,.,0%,
CCOC(=O)c1ccc(NC(=O)C(C)NS(=O)(=O)c2ccc(OC)cc2)cc1 (configuration not stated),-0.8%,1.6%,12%,2%,-2.8%,3%,-1%,3%,-3%,NS5 inhibitors pilot replicate=-3.8
COc1ccccc1C(=O)NNC(=O)c1cccc(C)c1,-1.5%,1.0%,6%,2%,0.2%,-4%,13%,-4%,2%,

# Further entries follow.
SMILES,UTI89 phage lysis,RSV antiviral HEp-2,Large T inhibition,MgcRacGAP inhibition,HIV fusion peptide,GPR55 LPI antagonism,GPR35 arrestin U2OS,PhoP inhibition,NS5 inhibitors,others
COc1ccc(CNC(=O)CN(C(=O)CCC(=O)Nc2ccccn2)c2ccccc2OC)cc1,0.3%,?,10%,5%,12%,-3%,12%,5%,-5%,
Cc1ccc(N2CC(C(=O)NCCS(=O)(=O)N3CCN(c4ccccc4)CC3)CC2=O)cc1C (configuration not stated),0.4%,-0.2%,4%,10%,-0.8%,12%,-6%,0%,-9%,
O=C(/C=C/c1ccc(Cl)cc1)N1CCN(c2ccccc2[N+](=O)[O-])CC1,-1.5%[50 µM],6.9%,-1%,6%,-3.7%,3%,-15%,25%,1%,
COc1ccccc1-c1c(C)nn2c(-c3ccccc3)cc(C)nc12,0.1%,2.8%,12%,1%,1.0%,4%,2%,-10%,3%,
Cc1ccc(NC(=O)c2ccccn2)cc1S(=O)(=O)N1CCOCC1,4.1%,0.5%,8%,-2%,1.6%,20%,-4%,-2%,-4%,
Cc1ccc(C(=O)OCC(=O)NCCNC(=O)COC(=O)c2ccc(C)o2)o1,0.5%[50 µM],-2.6%,12%,3%,.,.,.,-5%,-2%,
Cn1ncc2c(N3CCCCC3)nc(NCCCO)nc21,6.2%,-0.6%,2%,13%,-0.9%,-16%,-1%,9%,-6%,
Cc1ccccc1OCCCC(=O)Nc1ccc(Br)cc1,-1.0%,10%,4%,-6%,-1.3%,4%,-2%,-8%,-1%,
O=C(Nc1nncs1)c1cc2c(s1)CCC2,0.1%,3.8%,9%,8%,-1.4%,13%,-11%,-6%,-4%,
CC(C)N(C(=O)COC(=O)c1cc(Cl)cc(Cl)c1N)C(C)C,0.4%,5.3%,-2%,1%,-2.9%,11%,19%,5%,-3%,NS5 inhibitors pilot replicate=2.1
C/C(=N\NC(=O)c1ccc(OC2CCCC2)cc1)c1ccc(C)s1,0.5%,2.5%,4%,5%,1.2%,4%,15%,-2%,-1%,
CSc1ccc(-c2nnn(CC(=O)NCc3ccccc3)n2)cc1,0.5%,1.3%,-5%,7%,-1.2%,2%,8%,8%,0%,
Cc1ccc(CNC(=O)c2c(-c3ccccc3)noc2C)cc1,-0.6%[50 µM],0.8%,4%,8%,1.1%,10%,-2%,-4%,-10%,
COc1ccccc1/C=N/n1c(C)nnc1-n1nc(C)cc1C,4.8%,1.2%,2%,0%,1.5%,-8%,-10%,-6%,-2%,
OCc1cc(-c2ccc(Cl)c(Cl)c2)on1,1.7%,8.6%,4%,6%,0.2%,0%,-4%,-8%,2%,
COCCN(C(=O)CCC(=O)Nc1nccs1)C(C(=O)NC(C)(C)C)c1ccc(F)cc1 (configuration not stated),0.3%,0.8%,7%,-6%,1.9%,-18%,2%,2%,-6%,
COC(=O)c1ccccc1S(=O)(=O)N1CCC(C(=O)NCc2ccco2)CC1,1.0%[50 µM],0.6%,.,6%,.,.,.,.,-8%,
COc1ccccc1CNC(=O)CN1C(=O)c2ccc([N+](=O)[O-])cc2C1=O,0.0%,3.2%,-2%,4%,-1.6%,-2%,13%,8%,-3%,
CCc1c(C(=O)Nc2cc(C)cc(C)c2)[nH]c(C)c1C(C)=O,1.4%,2.6%,2%,2%,-2.2%,-3%,10%,-1%,-4%,
Cc1c(NC(=O)CN2CCN(c3ccccc3)CC2)c(=O)n(-c2ccccc2)n1C,2.9%,2.5%,4%,13%,-0.7%,5%,3%,-1%,3%,
Cc1cccc(NNC(=O)C2CCC2)c1,0.3%,21%,10%,3%,-0.8%,10%,4%,-11%,-3%,
COc1ccc(S(=O)(=O)N2CCSC2c2ccccc2)cc1 (configuration not stated),-0.1%,17%,1%,2%,0.6%,-3%,5%,6%,-5%,
O=C(Oc1cccc(C(=O)N2CCOCC2)c1)c1ccc(Br)cc1,0.2%,-0.1%,12%,6%,7.6%,-3%,-7%,3%,-3%,
O=C(Nc1nnc(-c2ccc3c(c2)CCCC3)o1)c1ccc(Cl)cc1Cl,-1.2%,-0.8%,-2%,4%,64%,6%,2%,-8%,-5%,
Cc1cc(=O)oc(C)c1C(=O)NCc1ccco1,5.4%,0.8%,2%,3%,5.3%,0%,0%,0%,3%,
O=C(Cc1ccc(Cl)cc1)Nc1ccc(N2CCCC2)cc1,3.3%,-0.1%,9%,5%,-2.2%,0%,12%,-1%,-7%,
COc1ccc(/C=N/NC(=O)c2cccnc2)cc1,0.1%,0.4%,2%,1%,-0.1%,1%,0%,-2%,2%,
NC(=O)C1CCN(C(=O)CCSCc2ccc(Cl)c(Cl)c2)CC1,0.3%,3.4%,5%,9%,0.7%,-2%,-4%,0%,2%,

# Screening results: PubChem BioAssay, several laboratories
